# Screens deposited in PubChem BioAssay by National Center for Advancing Translational Sciences (NCATS).
# N370S GC = N370S glucocerebrosidase modulation, Gaucher chaperone candidate | N370S GC spleen homogenate, 4MU-glucoside fluorescence | 330,000 compounds, 0.092% hits | Potency, µM (doses to about 59.4 µM), for the others: at the highest dose activity change, negative = inhibition, actives largely listed as inhibitors;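 also: 0% = full enzyme activity and -100% = no enzyme basal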
# TDP1 inh = TDP1 (human) enzyme inhibition; Q9NUW8; recombinant TDP1, AlphaScreen DNA substrate cleavage; Potency, µM (doses to about 130 µM), for inactives: top-dose activity change, negative = inhibition, hits mostly inhibitors; 350,000 compounds, 0.28% hits; AID 485290; also: nearly all actives have a fitted effect of over 40% in size
# Target sequence (Q9NUW8 whole entry, looked up): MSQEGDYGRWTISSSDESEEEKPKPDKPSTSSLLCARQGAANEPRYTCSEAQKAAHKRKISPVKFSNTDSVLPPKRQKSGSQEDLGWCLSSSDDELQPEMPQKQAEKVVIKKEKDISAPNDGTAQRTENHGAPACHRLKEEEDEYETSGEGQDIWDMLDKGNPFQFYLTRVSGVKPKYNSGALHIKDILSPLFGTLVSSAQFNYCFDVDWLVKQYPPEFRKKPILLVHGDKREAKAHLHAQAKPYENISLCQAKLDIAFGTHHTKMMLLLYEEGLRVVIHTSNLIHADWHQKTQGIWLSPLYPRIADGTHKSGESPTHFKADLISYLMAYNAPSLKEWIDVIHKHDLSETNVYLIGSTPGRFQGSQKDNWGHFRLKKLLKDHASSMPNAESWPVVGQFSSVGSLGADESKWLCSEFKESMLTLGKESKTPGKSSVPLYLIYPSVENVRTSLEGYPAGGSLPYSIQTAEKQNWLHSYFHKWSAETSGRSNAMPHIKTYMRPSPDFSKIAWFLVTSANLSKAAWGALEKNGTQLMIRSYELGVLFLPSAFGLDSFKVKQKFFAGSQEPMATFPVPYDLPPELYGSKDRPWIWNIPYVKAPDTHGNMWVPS
#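 Recombinant E. coli-expressed Tdp1 (1 nM) preincubated with compound 15 min at RT, then 5'-biotin/3'-phosphotyrosine-FITC DNA substrate (15 nM) added for 5 min. AlphaScreen beads (10 ug/ml) added, 10 min RT; tyrosine-FITC cleavage read as signal loss.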
# DT40 TDP1 no CPT = qHTS for Inhibitors of human tyrosyl-DNA phosphodiesterase 1 (TDP1): qHTS in cells in absence of CPT | DT40 Tdp1-/- hTDP1 cells, no CPT, ATP luminescence, 48 h | Potency, µM (series often up to 46.2 µM), inactives show top-dose activity change, negative = growth inhibition, hits mostly inhibitors | 420,000 compounds, 15% hits | AID 686978, 2013; also: nearly all actives have a fitted effect of over 55% in size
#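 A cellular qHTS used chicken DT40 cells lacking endogenous Tdp1 but carrying stably transfected human TDP1. Compounds were applied without camptothecin, and cell growth kinetics were judged by ATP-dependent luminescence after ≥48 hr.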
# The depositor's hits bear a star; ? = inconclusive; / = not tested or not shown; & = joins results of further samples; [ ] = another dose, or the depositor's remark. Calls follow the shape of the dose curve; as a rule, active = well fitted curve in the direction sought with a large enough effect; inconclusive = small, poorly fitted or top-dose-only effect, or another doubt; inactive = no such curve, though single readings can be large; an effect the other way counts as inactive or inconclusive. Unless noted, % is scaled to controls: 0 for no effect and ±100 for the full control effect; potency is read from the fitted curve at half-maximal effect.
molecule	DT40 TDP1 no CPT	N370S GC	TDP1 inh
CCCN1C(=O)/C(=N\OCC(=O)NC23CC4CC(CC(C4)C2)C3)c2ccccc21	16µM*	14%	5%
Cc1ccc(-c2nn(C)c(=O)c3ccccc23)cc1CNC(=O)CN1CCOCC1	?	-26%	7%
Cc1ccc(C)c(C(C)NC(=O)Cc2cccs2)c1 (stereo not given)	-11%	1%	1%
O=C1N(Cc2cccc(Cl)c2)C[C@@H]2C[C@@H](c3cccc4ncccc34)N3CCC[C@@]123	23µM*	18%	-5%
CCCCS(=O)Cc1ccccc1 (stereo not given)	3%	6%	2%
CCN1CCN(c2cc(C)c3cc(NC(=S)NCCCOC)ccc3n2)CC1	2%	12%	/
Cc1nnc(SCCn2c(N3CCN(C)CC3)nc3c2c(=O)[nH]c(=O)n3C)s1	-5%	21%	0%
N#C/C(=C\c1ccc(OCc2ccc(F)cc2)cc1)C(=O)Nc1cccc(C(=O)O)c1	3%	-5%	45µM*
CC1CCC(NC(=O)CCS(=O)(=O)c2ccc3c(c2)CC(C)N3C(=O)C2CC2)CC1 (stereo not given)	-26%	-4%	5%
CCOc1ccc(NC(=O)N(CCCN2CCOCC2)Cc2cccnc2)cc1	-10%	-3%	4%
CCCn1c(SCC(=O)Nc2ccc(C(=O)Nc3ccccc3OC)cc2)n[nH]c1=O	10%	-17%	2%
O=C(Cn1cccc1)NCc1cccs1	-7%	-19%	3%
O=C(Cn1cnc(S(=O)(=O)N2CCCC2)c1)Nc1ccc(OC(F)(F)F)cc1	14%&-4%	-2%	-5%&3%
O=C(CCCOC(=O)c1ccc(O)cc1O)c1ccccc1	-10%	/	-18%
Cc1ccc(S(=O)(=O)N(C)C)cc1NC(=O)C1CCC1	6%	0%	3%
Cc1ccc(NCC(O)C(O)C(O)CO)cc1C (stereo not given)	-7%	4%	6%
COc1cccc(-c2ncc3ccccc3c2COC(=O)c2cccs2)c1	?	/	0%
CCc1cccc(C)c1NC(=S)N(CCN(C)C)C(C)c1cccnc1 (stereo not given)	-7%	-4%	5%
COc1ccc(Oc2nccc(-c3ccccc3)c2C#N)cc1	?	-5%	3%
CC(=O)OCCc1[nH]c2ccccc2c1C	-13%	-4%	/
O=C(Nc1ccnn1C1CCN(CCCc2ccccc2)CC1)c1cccc(F)c1	-4%	-7%	3%
c1ccc(-c2cc3c(N4CCOCC4)ncnc3s2)cc1	15µM*	5%	4%
Cc1oncc1-c1cn2ccccc2n1	22%	1%	-2%
CCOC(=O)c1c(S(=O)(=O)N2CCC(C(=O)N3CCN(c4cc(C)ccc4C)CC3)CC2)c(C)n(C)c1C	23µM*	/	10%
CC1(C)Cc2nc3oc4c(N5CCOCC5)ncnc4c3cc2CO1	-22%	7%	0%
CCC(C)NC(=O)C1CCN(S(=O)(=O)c2ccc3c(c2)CCCN3C(C)=O)CC1 (stereo not given)	-10%	/	9%
NC(=S)N=Nc1c(O)[nH]c2c(Br)cc(Br)cc12	21µM*	-3%	5%
O=C(O)C1=C[C@@H](c2csc3ccccc23)C[C@@H](OCCCCO)O1	3%	?	1%
CCN(CC)c1ccc(/C=N/NC(=O)c2nnn(-c3nonc3N)c2C(C)C)c(O)c1	3.3µM*	4%	5%
O=C(CN(C(=O)c1csnn1)c1ccc2c(c1)OCCO2)NCc1ccccc1	-4%	-3%	0%

molecule	DT40 TDP1 no CPT	N370S GC	TDP1 inh
Cc1ccc(/C=C/c2ccc3cccc(O)c3n2)s1	16µM*	-5%	-2%
Cc1ccc(S(=O)(=O)NC(C)CCc2ccccc2)cc1 (stereo not given)	-25%	8%	0%
O=C(Nc1ccccc1Oc1cccnc1)C1CCCN(Cc2ccccc2O)C1 (stereo not given)	15µM*	-1%	4%
Cc1ccc(C)c(CN2CCC(CNC(=O)c3cc4ccc5cccnc5c4[nH]3)CC2)c1	?	/	1%
Cc1ccc(CNC(=O)CN(C)S(=O)(=O)c2cnc[nH]2)cc1	-7%	3%	-3%
O=S(=O)(Nc1ccccc1Br)c1cccs1	-17%	0%	3%[0.0935 µM]
O=C(Nc1ccccc1C(=O)NCCN1CCOCC1)c1cccc([N+](=O)[O-])c1	?	4%	6%
O=C(c1ccc(F)c(S(=O)(=O)N2CCOCC2)c1)N1CCN(c2ccc(F)cc2)CC1	-14%	/	5%
COc1ccc(C(C(=O)NC2CCCC2)N(Cc2cccnc2)C(=O)Cc2cccs2)cc1OC (stereo not given)	-4%	0%	0%
CCCCc1nnc(NC(=O)CCS(=O)(=O)Cc2ccccc2)s1	-13%	-4%	1%
CCc1ccccc1NC(=O)CSc1nc2c(c(=O)[nH]1)CN(Cc1ccccc1OC)CC2	-27%	/	6%
O=C(Nc1ccc(Oc2ccccc2)cc1)C1CCN(c2ncccn2)CC1	-3%	3%	2%
COc1cc2cc(CCO)oc(=O)c2cc1OC	-2%	/	0%
CCOC(=O)CNc1ncnc2c1nnn2C	-10%	/	0%
CCCC(C)C(=O)NCc1ccccc1OC (stereo not given)	-13%	3%[2.35 µM]	3%
Nc1nc2ccccc2n1/N=C/c1ccc(-c2ccccc2)o1	16µM*	5%	8%
CCOC(=O)CSc1nc(C)cc(Oc2ccc(=O)n(C)n2)n1	-6%	-12%	5%
COc1ccc(NC(=S)NC(=O)c2ccccc2)cn1	8%	1%	4%
CC(=O)NCCc1cc2ccc(C)c(C)c2[nH]c1=O	-2%	24%	3%
Cc1ccc(S(=O)(=O)N2CCOCC2)cc1NC(=O)CSc1nc2ccccc2c(=O)n1Cc1ccccc1	?	6%	8%
CN1CCN(c2ncc3nc(CCc4ccccc4)c(=O)n(C4CC4)c3n2)CC1	?	-28%	/
O=C1N=C(N2CCCC2)S/C1=C\c1cn[nH]c1-c1ccccc1	/	1%	5%
COc1ccc(Cl)cc1C(=O)NNC(=O)c1[nH]c(C)c(C(C)=O)c1C	?	/	2%
O=C(NC12CC3CC(CC(C3)C1)C2)C1CC(=O)N(c2ccc(Br)cc2)C1 (stereo not given)	23µM*	6%	1%
Cc1ccc(C)c(CSC2=NCCN2S(=O)(=O)c2ccccc2)c1	16µM*	6%	/
O=C(Cc1ccc(F)cc1)NCC1CCCO1 (stereo not given)	?	-5%	6%
O=C(c1ccc(Cl)c(Cl)c1)N1CCN(Cc2ccc3c(c2)OCO3)CC1	?	-15%	/
Cn1nnnc1Sc1ncnc2scc(-c3ccc(F)cc3)c12	6.5µM*	0%	10%&1%
CC1CCc2c(sc(NC(=O)CCc3nc4ccccc4c(=O)[nH]3)c2C#N)C1 (stereo not given)	18µM*	/	-10%
O=C(CN1C(=O)NC(Cc2ccccc2)C1=O)Nc1ccc(F)cc1 (stereo not given)	-24%	-6%	-3%

# Seven neighbouring records out of the list so far, for reference:
molecule	DT40 TDP1 no CPT	N370S GC	TDP1 inh
CCCN1C(=O)/C(=N\OCC(=O)NC23CC4CC(CC(C4)C2)C3)c2ccccc21	16µM*	14%	5%
Cc1ccc(-c2nn(C)c(=O)c3ccccc23)cc1CNC(=O)CN1CCOCC1	?	-26%	7%
Cc1ccc(C)c(C(C)NC(=O)Cc2cccs2)c1 (stereo not given)	-11%	1%	1%
O=C1N(Cc2cccc(Cl)c2)C[C@@H]2C[C@@H](c3cccc4ncccc34)N3CCC[C@@]123	23µM*	18%	-5%
CCCCS(=O)Cc1ccccc1 (stereo not given)	3%	6%	2%
CCN1CCN(c2cc(C)c3cc(NC(=S)NCCCOC)ccc3n2)CC1	2%	12%	/
Cc1nnc(SCCn2c(N3CCN(C)CC3)nc3c2c(=O)[nH]c(=O)n3C)s1	-5%	21%	0%

# Later entries.
molecule	DT40 TDP1 no CPT	N370S GC	TDP1 inh
CCN(CC)CCN(Cc1cc2cc3c(cc2[nH]c1=O)OCCO3)C(=O)NC1CCCCC1	?	2%	5%
Cc1ccc(NC(=O)CSc2nnc3nc(C)cc(C)n23)cc1	-12%	/	0%
COc1ccc(/C=C/C(=O)OCC(=O)NC2CCCC(C)C2C)cc1 (stereo not given)	-29%	/	0%
Cc1ccccc1NC(=O)C1CCCN(C(=O)Nc2ccc(F)cc2)C1 (stereo not given)	?	1%	4%
COCCOc1ccc(C(F)(F)F)cc1NC(=O)COC(=O)Cc1c[nH]c2ccccc12	2%	/	1%
CCc1nnc2n1N(C(C)=O)C(c1ccc(C(C)(C)C)cc1)=C(C(C)=O)S2	12µM*	/	5%
COc1cc2[nH]c(=S)n(CCN3CCOCC3)c(=O)c2cc1OC	-1%	-16%	7%
O=C(O)c1ccccc1C(=O)c1ccc(Sc2ccc(Cl)cc2)c([N+](=O)[O-])c1	-22%	17%	9%
CCN(CC)S(=O)(=O)c1ccc(N2CCCCS2(=O)=O)cc1	-23%	/	4%
O=C(NC1CCC(O)CC1)c1ccc2c(c1)S(=O)(=O)N=C1CCCCCN12 (stereo not given)	22%	-1%	1%
O=C(O)c1ccc(N2C(=O)/C(=C/C=C/c3ccccc3)SC2=S)cc1	4%	2%	-4%
O=C(Nc1ccc(F)c(Cl)c1)NC1CC1	-9%	20%	/
CCOc1ccc(C(=O)NCc2ccc3c(c2)OCO3)cc1OCC	4%	-5%	/
Cc1ccc(N2CC(C(=O)Nc3cccnc3)CC2=O)cc1C (stereo not given)	?	-2%	/
CCOc1cc(/C=N/NC(=O)C(C)Sc2ccccc2)ccc1O (stereo not given)	?	8%	-6%
COc1ccccc1N(C)S(=O)(=O)c1ccc(C(=O)OCC(=O)N2CCC2)cc1	?	19%	0%
COc1ccc(OCc2cc(C(=O)NC3CCOCC3)no2)c2ccccc12	-30%	-9%	7%
Cc1ccc(C(=O)CSc2nc3ccccc3c(=O)[nH]2)cc1C	?	15%	12%
COc1ccc2c(CC(=O)OCC(=O)Nc3ccc(S(N)(=O)=O)cc3)coc2c1	4%	-7%	/
CC(=O)n1nc(-c2ccc(C)cc2)nc1NCc1ccco1	-14%	-11%	-3%
Cc1ccsc1C(=O)OCc1nc2ccsc2c(=O)[nH]1	?	1%	1%
COc1ccccc1N1CCN(CC(=O)NCC2CCCO2)CC1 (stereo not given)	-25%	6%	/
CC(=O)Nc1ccc(Nc2cc(C(C)C)nc3c(-c4ccccc4)c(C)nn23)cc1	?	-6%	4%
Cc1ccc2[nH]c(=O)c(CN(CC3CCCO3)C(=S)Nc3ccccc3)cc2c1 (stereo not given)	15µM*	17%	8%
C=CCN(c1ccccc1)S(=O)(=O)c1cccc(C(=O)Nc2ncccc2C)c1	-8%	-7%	5%
CC(C)(C)c1ccc(/C=C/C(=O)NC2=NCCS2)cc1	?	-21%	6%
Cc1noc(C)c1COc1cccc(C(=O)Nc2ccc(Br)cc2F)c1	6.5µM*	/	-4%
COc1ccc(NC(=O)c2nc[nH]c2C(=O)N2CCN(c3ccccc3)CC2)cc1	?	2%	6%
CCC(=O)c1cc2c(cc1NC(=O)c1ccc(C)cc1)OCCO2	-9%	-1%	2%
Cc1nc2n(COCCO)cnn2c(=O)c1Br	9%	-8%	2%

molecule	DT40 TDP1 no CPT	N370S GC	TDP1 inh
CC(=O)[C@H]1[C@H]([C@H](O)[C@H](O)CO)O[C@](O)(C(=O)O)C[C@@H]1O	-6%	?	/
NNC(=O)c1ccc(COc2ccc3c(c2)CCC3)cc1	?	-1%	5%
Cc1noc(NS(=O)(=O)c2ccc(NC(=O)CCC3CCCC3)cc2)c1C	-16%	6%	0%
COc1ccccc1CNC(=O)CN(C)S(=O)(=O)c1cccc2cccnc12	-17%	-8%	/
O=C1CS(=O)(=O)C2(C(=O)N(Cc3ccccc3)c3ccccc32)N1c1ccc(F)c(Cl)c1 (stereo not given)	?	/	4%
Nc1nonc1-c1nc2ccccc2n1Cc1ccc(F)cc1Cl	21µM*	2%	3%
COc1cccc(CCNC(=O)CCc2nnc(Cc3cc(OC)ccc3OC)o2)c1	13%	-6%	/
Nc1c(Cl)ncnc1N1CCCC1	-18%	6%	0%
CCCCP(=O)(CCCC)c1ccccc1C(=O)O	0%	-7%	1%
COCCCNC(=O)CSc1c2c(nc3ccc(Cl)cc13)CCCC2	?	8%	5%&-5%
Cc1ccc(C(=O)O)cc1NC(=O)c1nsc2ccccc12	0%	/	-8%
Nc1nc(SC23CC4CC(CC(C4)C2)C3)ns1	-7%	-13%	/
O=c1c(-c2cccs2)nc2cnc(N3CCNCC3)nc2n1-c1ccccc1	?	?	/
Cc1ccc2[nH]c3c(=O)n(CC(=O)N4CCN(C)CC4)ncc3c2c1	11%	0%	0%
CC(C)c1nc(NCCO)c(C#N)c2c1CCCC2	-39%	13%	0%

# This is a subset; the hit share may differ from the screen's.
